From PubChem BioAssay
Efflux pump mplx: blocks antifungal efflux pumps in multiplex yeast assay. S. cerevisiae Candida pump triplex, Nile Red efflux. inhibition, % at 10 µM. 0.44% of 330,000 active. AID 485275;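 active means plate passing quality check with inhibition over a set limit, or well fluorescence over plate mean plus 4 SD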;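 further: Nile Red retained in pooled yeast measured as flow cytometry median fluorescence; 0% = buffer negative control and 100% = Enniatin B positive control; higher means more Nile Red kept so more efflux inhibition; some compounds called inactive have numbers as strong as hits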
GASC-1 inh: inhibitors of human GASC-1 (JMJD2C) demethylase; inhibition, % at 2.35 µM; GST-JMJD2C(1-420) H3K9me3 demethylation, DELFIA europium; AID 2099; 0.069% of 330,000 active; Q9H3R0;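 active means more than half of a compound's replicate wells show inhibition beyond 50%, single wells judged on their own value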;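 further: signal counts dimethyl H3K9 product captured on neutravidin plate; 0% = median of DMSO wells and 100% = 0.3 times that DMSO median; strong numbers were not always called active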
HCV core dimer: blocks dimerization of HCV core protein. TR-FRET GST/Flag-core106 dimerization, 1536-well. inhibition, % at 5 µM. 0.33% of 300,000 active. AID 1899;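 active means inhibition above the mean of all tested compounds plus 3 SD, set per screening campaign, cut at about 45% in these data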
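System: GST/Flag-tagged HCV core106 proteins. Incubation: compound-protein-antibody incubation 4 h at 22.5 °C. Technique: HTRF with 340 nm excitation, 617/671 nm emission. Medium: KF-containing HEPES buffer, pH 7.45, DTT, CHAPS, BSA. Read-out: inhibition (%) from 671 over 617 nm ratio. Also added: Eu(K)-anti-GST 90 ng/mL plus XL665-anti-Flag 1 µg/mL.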
TPT1 inhibitor: inhibitors of Candida albicans tRNA 2'-phosphotransferase TPT1; 0.81% of 300,000 active; inhibition, % at 5 µM; recombinant caTPT1, FP RNA substrate dephosphorylation; AID 1962;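 active means inhibition above the mean of all tested compounds plus 3 SD, set per screening campaign, cut at about 24% in these data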;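 further: plate controls were DMSO alone for no effect and ferristatin control at 100 nM for full effect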
PP1 counter: counter-screen for PP5 inhibitors: inhibitors of human PP1-alpha. P62136. purified PP1alpha, OMFP fluorescence. inhibition, % at 6.7 µM. 0.9% of 320,000 active;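 active means inhibition above the mean inhibition of all tested compounds plus 3 SD, computed separately for each screening campaign, cut at about 15% in these data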
proCasp7 act: counter-screen for procaspase-3 activators: activators of human procaspase-7 | P55210 | recombinant procaspase-7, Ac-DEVD-pNA absorbance 405 nm; D23A/D198A/D206A triple mutant, cannot self-cleave; scale: DMSO 0, 5 µM enzyme 100 | activation, % at 8.5 µM | 0.093% of 330,000 active | AID 463210;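 active means percent activation above the screen-wide mean plus 3 SD, cut at about 25% in these data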
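System: Procaspase-7 triple mutant (PC-7 D3A); measure: % activation from two-timepoint absorbance difference, scaled to controls; times: 1 h compound preincubation, 2 h substrate cleavage, 25 °C; also added: Ac-DEVD-pNA substrate, 400 µM as added; measured by: Epi-absorbance of released pNA at 405 nm, two timepoints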
PP5 inh: inhibitors of human protein phosphatase 5 (PP5); P53041; purified PP5c, OMFP substrate fluorescence; 0.18% of 320,000 active; AID 1987; inhibition, % at 6.7 µM;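 active means inhibition above the campaign's mean inhibition across all tested compounds plus 3 SD, cut at about 9.5% in these data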;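 further: 0% = DMSO only and 100% = 100 µM cantharidin control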
CTSL1 counter: cathepsin L1 inhibition, PFM18AAP counter-screen. recombinant F. hepatica cathepsin L1, Z-Leu-Arg-MCA fluorescence. inhibition, % at 5.96 µM. 0.49% of 300,000 active. AID 1906;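 active means inhibition above the mean of all tested compounds plus 3 SD, set per screening campaign, cut at about 17% in these data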;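 further: 0% = plate median of test compound wells and 100% = 1 µM Z-Phe-Ala-diazomethylketone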
procasp3 activ: procaspase-3 (human) activation; recombinant procaspase-3 D3A, Ac-DEVD-pNA absorbance 405 nm; activation, % at 8.5 µM; 0.11% of 330,000 active; AID 463141;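 active means activation above the mean of all tested compounds plus 3 SD, cut at about 21% in these data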;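 further: 0% = DMSO alone and 100% = DMSO wells spiked with extra 5 µM PC-3 D3A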
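assay system = Procaspase-3 D3A mutant | signal = absorbance at 405 nm, 0 and 120 min | times = 1 h preincubation plus 2 h reaction at 25 °C | repeats = single replicate | read-out = % activation between DMSO and enzyme-spiked controls | medium = Zinc-free HEPES saline buffer with Triton X-100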
* = called active by the depositor; . = no result given; & = joins results of further samples.

SMILES	Efflux pump mplx	GASC-1 inh	HCV core dimer	TPT1 inhibitor	PP1 counter	proCasp7 act	PP5 inh	CTSL1 counter	procasp3 activ
O=C1OC(N2CCN(C(=O)c3ccco3)CC2)c2ccccc21 (stereo unspecified)	0.0	-2	-7	-3	-2	5	0.6	-3	-3
CC(C)(C)CC(C)(C)NC(=O)c1ccc2snnc2c1	-0.2	2	3	2	-6	8	1.7	-2	4
O=C(NCC(=O)N1CCC2(CC1)NCCc1[nH]cnc12)c1ccccc1F	-0.1	4	0	0	-1	-1	1.7	-2	2
CCOC(=O)c1cc(-c2ccc(C)cc2)nc2nc(SC)[nH]c(=O)c12	-0.4	-3	12	-4	-2	8	2.9	2	0
COC(=O)c1ccc(C(=O)OC)c(NC(=S)N2CCN(c3ccccn3)CC2)c1	-0.1	11	-3	-3	-2	5	1.4	2	-4
CC12CCC(C(=O)NCCCN3CCOCC3)(C(Br)C1=O)C2(C)C (stereo unspecified)	0.2	0	-2	0	-4	2	-0.6	-4	0
CN(C)S(=O)(=O)c1cccc(NC(=O)C2CCN(S(=O)(=O)c3cccs3)CC2)c1	-0.1	-4	.	.	.	6	.	.	-6
O=C(Nc1ccc(OCc2ccccc2)cc1)c1ccccc1	-0.2	-2	5	-1	-2	6	2.7	0	2
CN(C)C(=O)c1cc(C(=O)c2ccccc2C(F)(F)F)c[nH]1	0.0	7	1	-5	-5	0	2.5	-1	7
Cc1cc(NC(=O)c2ccc(-c3ccccc3[N+](=O)[O-])o2)no1	-0.3	-3	.	.	.	-3	.	.	8
COc1ccc(NC(=O)CSc2c(C)nn(-c3nnc(C)c(=O)[nH]3)c2C)cc1	0.2	8	-6	-2	0	-7	2.1	-9	-5
NC(=O)c1cc([N+](=O)[O-])ccc1NCc1ccc(F)cc1	-0.1	-3	1	-1	-2	-7	4.3	2	-7
Nc1nc(-c2ccc(S(=O)(=O)N3CCCCC3)cc2)cs1	-0.1	-6	.	.	-6	5	0.1	.	5
CCOC(=O)c1ccc(NC(=S)N(CCN2CCCCCC2)Cc2ccco2)cc1	0.4	3	0	2	-2	-16	1.2	4	-2
O=C(NCc1ccc(F)cc1)C(c1cccs1)N(C(=O)c1csnn1)C1CC1 (stereo unspecified)	0.0	-8	-2	0	-4	6	-0.2	-11	1
CC(=O)c1ccc(N2CCN(C(=O)c3ccc(NC(=O)C4CCCO4)cc3)CC2)cc1 (stereo unspecified)	-0.1	12	-5	-3	1	16	1.6	-1	0
Cc1ccc(NC(=O)N[C@H](C(=O)O)C(C)C)c(C)c1	-0.1	-2	-2	-4	-2	8	-0.9	0	0
COc1ccc(C(=O)COC(=O)CNS(=O)(=O)c2ccc(C)cc2)cc1	0.2	-5	-5	-3	-2	-5	2.9	-52	-3
O=C(NC1CCCC1)C(c1ccc(F)cc1)N(C(=O)c1csnn1)c1ccccc1F (stereo unspecified)	0.0	-10	-3	-2	-1	6	-1.6	-2	6
O=C(c1cc(-c2ccccc2O)on1)N1CCCC1	-0.1	-17	-5	-2	0	-2	0.8	-1	-6
COc1cc(OC)cc(C(=O)NCC(=O)N2CCN(c3ccc(O)cc3)CC2)c1	0.0	-8	-5	-1	3	-5	2.1	1	0
CCOc1cccc(CN(CC)CC2CCCN(CCc3cccc(OC)c3)C2)c1O (stereo unspecified)	0.0	6	3	3	-3	1	2.2	-3	6
Cc1n[nH]c(=O)c2c(NC(=O)COC(=O)Cc3c(F)cccc3Cl)oc(C)c12	-0.3	3	-10	-1	-6	-1	-0.8	-9	1
Cc1cccc2sc(NC(=O)C3CCN(C(=O)c4ccco4)CC3)nc12	-0.2	1	0	1	1	-3	1.1	0	1
CCc1cc(S(=O)(=O)N2CCN(C(=O)c3ccco3)CC2)ccc1OC	0.0	1	-2	-3	3	8	-0.6	1	5
COc1ccc(S(=O)(=O)NC2CCCCCC2)c(OC)c1	0.1	4	-1	0	-2	3	2.5	-1	1
CCOC(=O)c1cc(NC(=O)N2CCCCC2)c(C)nc1C	0.1	-1	-9	0	-4	1	-0.4	-1	9
CCCC(=O)Nc1nc(C)c(-c2csc(Nc3ccccc3OC)n2)s1	0.0	4	2	3	2	-9	4.9	0	-1
CC1(NC(=O)Nc2ccccc2)CCS(=O)(=O)C1 (stereo unspecified)	0.0	0	1	-2	0	7	-1.7	-1	0
Cc1ccc(N2CCN(C(=O)c3cc(C(=O)c4ccccc4C)c[nH]3)CC2)c(C)c1	0.1	8	2	-2	-1	0	2.9	4	3
Cc1nc2ccccn2c1C(=O)N/N=C/c1ccc([N+](=O)[O-])o1	0.2	8	8	-2	-4	-4	-3.3	7	-5
CCOc1ccc(N=C(C)C2=C(O)c3ccccc3C2=O)cc1	-0.1	12	1	-4	-1	-3	-1.3	1	2
COC(=O)C1CCN(C(=O)c2cc(-c3ccc(Cl)s3)nc3ccccc23)CC1	-0.2	2	.	.	-1	1	5.2	.	-2
Cc1ncc(CO)c(/C=N/NC(=O)c2cc3c(s2)CCCC3)c1O	0.0	2	-5	4	0	26*	-1.9	4	31*
Cc1ccc(CNC(=O)CCS(=O)(=O)c2ccc(Br)s2)o1	0.0	-3	5	0	-5	10	1.0	-13	-4
CCCCOC(=O)CSc1nnc(-c2cc(OC)c(OC)c(OC)c2)o1	0.2	54	-2	2	2	-11	3.8	5	5
COc1ccc(C(=O)NC(C(=O)OCC(=O)Nc2sccc2C(N)=O)C(C)C)cc1 (stereo unspecified)	0.1	-7	.	.	-4	10	-0.2	.	19
CC(OC(=O)c1cc2c(ccc3ccccc32)oc1=O)c1nc2ccccc2s1 (stereo unspecified)	-0.1	-4	18	-1	2	-6	-0.5	2	-8
Cc1noc(C)c1C(=O)Nc1sc2c(c1C(N)=O)CCCCC2	0.0	7	1	0	-1	-22	1.7	4	-13
COc1ccc(C2C(C(=O)c3ccco3)=C(O)C(=O)N2CC2CCCO2)c(OC)c1 (stereo unspecified)	-0.1	-5	0	1	-2	-30	-0.1	-3	-11

Reprinted from the part before: 2 compounds, followed by the next part.
SMILES	Efflux pump mplx	GASC-1 inh	HCV core dimer	TPT1 inhibitor	PP1 counter	proCasp7 act	PP5 inh	CTSL1 counter	procasp3 activ
Cc1noc(C)c1C(=O)Nc1sc2c(c1C(N)=O)CCCCC2	0.0	7	1	0	-1	-22	1.7	4	-13
COc1ccc(C2C(C(=O)c3ccco3)=C(O)C(=O)N2CC2CCCO2)c(OC)c1 (stereo unspecified)	-0.1	-5	0	1	-2	-30	-0.1	-3	-11
COCCCNC(=O)Cc1c(C)c2c(cc(C)c3c(C(C)(C)C)coc32)oc1=O	-0.1	-18	11	-1	-2	-2	0.8	2	-6
CCOc1ccccc1CN1CCC(n2nccc2NC(=O)CCCc2ccccc2)CC1	-0.1	-1	1	-1	-1	14	0.7	-1	-2
O=C(c1cc2cc([N+](=O)[O-])ccc2oc1=O)N1CCN(C2CCCCC2)CC1	-0.2	4	-3	3	-4	4	0.0	3	16
Cc1cc(OCc2cc(C(=O)N(C)CCOc3ccccc3)no2)cc(C)c1Cl	0.0	-22	2	2	4	-4	5.2	-3	-3
CCOC(=O)c1[nH]c(C)c(C(=O)N2CCN(c3ccc(F)cc3)CC2)c1C	0.1	9&6	1	2	-1	6	0.4	-1	1
CC(NC(=O)c1cccs1)c1ccc(Cl)cc1 (stereo unspecified)	0.1	9	0	-2	-4	4	2.0	1	5
CC(=O)Nc1ccc(/C=N/OCC(=O)Nc2ccc(C)cc2)cc1	-0.1	-3	-6	3	-1	-2	2.0	-1	5
COc1ccc(/C=C(/NC(=O)c2ccccc2)C(=O)N2CCCC2)cc1OC	-0.4	13	-19	-3	0	15	3.4	-2	3
CCOC(=O)C1CCN(CC(=O)Nc2c(C(=O)OC)[nH]c3cccc(C)c23)CC1	0.0	2	1	1	-2	-2	-1.1	1	3
Cc1ccc(S(=O)(=O)n2c(C)nc3ccccc32)cc1	-0.1	6	-2	4	3	6	2.6	-2	-2
COc1ccccc1N=C1SC(C(=O)Nc2ccc(F)cc2)CC(=O)N1C (stereo unspecified)	-0.2	4	-2	3	0	-7	0.9	-1	6
O=C(N/N=C/c1ccc(OC(=O)c2ccccc2Br)cc1)c1ccccn1	-0.2	18	6	3	-4	12	1.5	3	-1
CC(c1nnc(SCC(=O)c2c(N)n(C3CC3)c(=O)[nH]c2=O)n1-c1ccc(F)cc1)N(C)C (stereo unspecified)	0.2	1	.	.	-2	-14	2.4	.	0
CCCCCc1nc2sc3c(c2c(=O)n1NC(=O)c1ccc([N+](=O)[O-])cc1)CC(C)(C)OC3	0.0	1	5	-3	1	-12	1.7	10	1
CC(NC(=O)OC(C)(C)C)C(=O)N1CCCC1C(=O)NC(Cc1ccccc1)C(N)=O (stereo unspecified)	0.1	-26	-5	-1	-6	-4	-1.5	0	0
CCN(CC)c1ccc(NC(=O)C2CCCN(S(=O)(=O)c3cnc[nH]3)C2)c(C)c1 (stereo unspecified)	0.1	14	-6	-4	-7	-2	-0.6	-2	-8
C[C@H](CO)N1C[C@H](C)[C@@H](CN(C)CC2CCCCC2)Oc2c(NS(=O)(=O)c3ccccc3)cccc2C1=O	0.5	0	.	.	.	-9	.	.	3
CCOC(=O)c1c(N)sc(C(=O)N2CCCC(C(N)=O)C2)c1C (stereo unspecified)	0.2	-45	-2	0	-1	-4	2.8	-2	-7
COc1ccc(Cl)cc1NC(=O)C(C)N(C)Cc1ccc(C(F)(F)F)cc1 (stereo unspecified)	-0.2	17	3	2	4	8	2.7	0	3
CC1Cc2ccccc2N1S(=O)(=O)c1c(N)n(C)c(=O)n(C)c1=O (stereo unspecified)	-0.1	7	2	1	-4	-3	2.3	-1	-5
O=C(COC(=O)c1nsc(Cl)c1Cl)NC1CCCCC1	0.2	-9	2	0	-1	-9	4.4	1	7
COc1cccc(C(=O)Nc2ccc3[nH]ncc3c2)c1OC	0.3	2	-7	1	3	-2	2.8	-1	3
COc1cc2[nH]c(=O)c(C(=O)NCCCN3CCCCC3)c(O)c2cc1OC	-0.1	6&-1	-3	-2	0	-9	0.3	1	0
O=C(Nc1cc(Cl)ccc1N1CCOCC1)c1cccnc1	-0.1	-9	7	-1	1	-2	2.0	0	-2
CCOC(=O)C1CCN(S(=O)(=O)c2cnc[nH]2)CC1	-0.1	-5	-2	0	-2	-1	-3.1	-2	-2
